MmCpn inh: Inhibitors of TCP-1 ring complex (TRiC) of Methanococcus maripaludis (MmCpn): qHTS; AID 504842, 2011; purified Mm-Cpn ATPase, ADP Transcreener TR-FRET; Potency, µM (series often up to 76.9 µM), inactives show top-dose activity, negative = inhibition, usual class: inhibitors; Chaperonin Mm-Cpn (Methanococcus maripaludis); actives 0.031% (n = 330,000); further: potency means the concentration at half of the fitted maximal effect; on the % scale 0 is the no-effect control and ±100 the full control effect; nearly all actives have a fitted effect of over 80% in size
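Compound-treated chaperonin, 25 nM final, turns over 10 uM ATP at 37°C for 30 min following a 10 min preincubation; ADP generated competes with ADP-d2 for Eu-cryptate antibody, lowering FRET.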
PI5P4K alpha inh: qHTS for Inhibitors of phosphatidylinositol 5-phosphate 4-kinase (PI5P4K); Phosphatidylinositol 5-phosphate 4-kinase type-2 alpha (Homo sapiens), P48426; actives 1.2% (n = 330,000); PI5P4Kalpha enzyme, ADP-Glo luminescence, 60 min; stronger effect = lower value; max response, %; active means max response of -50% or lower; inconclusive means between -30% and -50%; inactive means -30% or higher; further: value at the top dose of about 77 µM; on the % scale 0 is the no-effect control and ±100 the full control effect
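Luminescence from ADP-Glo served as readout of PI5P4Kalpha activity in a qHTS format. Reaction: enzyme, substrate, compound, ATP at 5 microM final, 60 min at RT.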
EPAC2 antagonist: qHTS for Antagonist of cAMP-regulated guanine nucleotide exchange factor 2 (EPAC2): primary screen; Rap guanine nucleotide exchange factor 4 (Homo sapiens), Q8WZA2; EPAC2 GEF exchange of Rap1B-BODIPY-GDP, fluorescence; actives 0.18% (n = 360,000); Potency, µM (top dose mostly 114 µM), inactives show top-dose activity, negative = inhibition, actives largely listed as inhibitors; further: potency means the concentration at half of the fitted maximal effect; on the % scale 0 is the no-effect control and ±100 the full control effect; nearly all actives have a fitted effect of over 45% in size; many of its hits are not listed in these tables
CCT chaperon mod: High-Throughput Screening for Modulators of Cytosolic Chaperonin Activity; activity change, % (test concentration not listed), hits read low; actives 0.3% (n = 360,000); purified chaperonin ATPase assay, HTRF ADP detection, 30 min; AID 651819, 2012; in the data active means activity change below about -30%; further: on the % scale 0 is the no-effect control and ±100 the full control effect
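ATPase activity: ADP formed was measured by HTRF Transcreener (665/615 nm ratio) after 30 min at 37 deg C with 10 uM ATP. Compounds screened at one 76 uM concentration against 40 or 20 nM TRiC in Tris pH 7.4/KCl/MgCl2/DTT buffer.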
EPAC1 antagonist: qHTS for Antagonist of cAMP-regulated guanine nucleotide exchange factor 3 (EPAC1): primary screen; Rap guanine nucleotide exchange factor 3 (Homo sapiens), O95398; EPAC1 GEF assay, Rap1b-BODIPY-GDP exchange fluorescence; Potency, µM (highest dose often 115 µM), for inactives: at the top dose activity change, negative = inhibition, actives largely listed as inhibitors; actives 0.14% (n = 360,000); AID 720709, 2013;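 further: potency means the concentration at half of the fitted maximal effect; plate controls were vehicle for no effect and positive control for full effect; nearly all actives have a fitted effect of over 50% in size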
EPAC1 ag: qHTS for Agonist of cAMP-regulated guanine nucleotide exchange factor 3 (EPAC1): primary screen; EPAC1 agonist qHTS, biochemical assay; response scale: 100% = response to 6.5 mM cAMP; Potency, µM (series often up to 154 µM), for inactives: at the highest dose activation, actives largely listed as activators; actives 0.073% (n = 360,000); further: potency means the concentration at half of the fitted maximal effect; nearly all actives have a fitted effect of over 60% in size
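Fluorescent GDP-exchange assay: 100 nM EPAC1 with 250 nM Rap1B preloaded with BODIPY-GDP and 50 uM GDP; compounds tested as concentration series, 5 min at room temperature, then read every 5 min for 30 min (ex 480/em 540 nm); normalized to 6.5 mM cAMP.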
WRN helicase inh: qHTS for Inhibitors of WRN Helicase | actives 0.46% (n = 360,000) | WRN helicase unwinding, fluorescent forked duplex, kinetic | Potency, µM (doses to about 114 µM), inactives show at the top dose activity change, negative = inhibition, actives largely listed as inhibitors | AID 651768, 2012 | Bifunctional 3'-5' exonuclease/ATP-dependent helicase WRN (Homo sapiens), Q14191; further: potency means the concentration at half of the fitted maximal effect; on the % scale 0 is the no-effect control and ±100 the full control effect; nearly all actives have a fitted effect of over 55% in size
Target sequence (Q14191 whole entry, looked up): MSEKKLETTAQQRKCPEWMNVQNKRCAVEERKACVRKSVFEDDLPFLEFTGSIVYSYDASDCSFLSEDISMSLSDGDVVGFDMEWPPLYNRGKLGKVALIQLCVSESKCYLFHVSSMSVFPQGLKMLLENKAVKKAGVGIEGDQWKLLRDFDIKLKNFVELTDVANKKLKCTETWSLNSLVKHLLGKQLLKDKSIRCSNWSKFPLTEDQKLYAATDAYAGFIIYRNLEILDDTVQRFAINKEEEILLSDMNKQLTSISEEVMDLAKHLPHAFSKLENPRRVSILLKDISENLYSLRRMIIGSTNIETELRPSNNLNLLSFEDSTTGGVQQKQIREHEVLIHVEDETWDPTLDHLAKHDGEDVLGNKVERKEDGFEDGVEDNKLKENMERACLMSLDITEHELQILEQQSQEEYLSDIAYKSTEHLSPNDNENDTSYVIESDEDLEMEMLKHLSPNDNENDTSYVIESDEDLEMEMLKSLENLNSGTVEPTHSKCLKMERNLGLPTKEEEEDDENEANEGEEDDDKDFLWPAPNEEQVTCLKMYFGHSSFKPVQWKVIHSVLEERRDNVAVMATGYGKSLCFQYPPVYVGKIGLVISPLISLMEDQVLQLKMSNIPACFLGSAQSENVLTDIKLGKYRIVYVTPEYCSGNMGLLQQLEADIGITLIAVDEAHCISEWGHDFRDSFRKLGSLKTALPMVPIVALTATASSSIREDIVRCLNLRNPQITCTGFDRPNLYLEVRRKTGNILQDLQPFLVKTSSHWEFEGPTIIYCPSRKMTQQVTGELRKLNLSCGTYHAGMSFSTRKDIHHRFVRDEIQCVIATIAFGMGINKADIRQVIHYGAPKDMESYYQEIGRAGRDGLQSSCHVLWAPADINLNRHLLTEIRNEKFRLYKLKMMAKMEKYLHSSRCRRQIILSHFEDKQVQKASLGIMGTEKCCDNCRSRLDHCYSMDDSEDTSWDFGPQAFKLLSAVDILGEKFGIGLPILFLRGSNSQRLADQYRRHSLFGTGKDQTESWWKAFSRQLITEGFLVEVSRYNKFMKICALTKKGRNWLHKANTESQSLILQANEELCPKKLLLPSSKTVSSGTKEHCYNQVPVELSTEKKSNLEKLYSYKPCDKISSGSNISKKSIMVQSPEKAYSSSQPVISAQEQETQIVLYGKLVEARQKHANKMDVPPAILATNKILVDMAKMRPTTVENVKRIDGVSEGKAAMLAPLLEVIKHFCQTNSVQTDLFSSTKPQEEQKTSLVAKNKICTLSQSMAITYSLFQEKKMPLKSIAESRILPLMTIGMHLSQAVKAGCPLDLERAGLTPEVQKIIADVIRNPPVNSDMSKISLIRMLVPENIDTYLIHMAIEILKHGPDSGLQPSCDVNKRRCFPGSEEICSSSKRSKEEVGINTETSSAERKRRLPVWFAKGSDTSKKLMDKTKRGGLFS
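Screening of the MLSMR collection measured strand separation of a quenched forked DNA duplex (100 nM) by 20 nM WRN with 2 mM ATP, all final. Compounds were preincubated with enzyme 15 min at room temperature.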
PLK1 PBD block: qHTS for Inhibitors of PLK1-PDB (polo-like kinase 1 - polo-box domain): Primary Screen | Plk1 PBD binding of FITC phosphopeptide, fluorescence polarization | Potency, µM, for the others: max response, negative = inhibition, hits mostly inhibitors | actives 2.8% (n = 360,000); further: potency means the concentration at half of the fitted maximal effect; series mostly up to about 57 µM; on the % scale 0 is the no-effect control and ±100 the full control effect; nearly all actives have a fitted effect of over 65% in size
Active calls of the source: *; ? = inconclusive; / = no result given; [ ] = another dose, or the depositor's remark. Unless noted, the call rests on the fitted dose curve; in most records, active means well fitted curve in the direction sought with a large enough effect; inconclusive means small, poorly fitted or top-dose-only effect, or another doubt; inactive means no such curve, though single readings can be large; an effect the other way counts as inactive or inconclusive.

SMILES | MmCpn inh | PI5P4K alpha inh | EPAC2 antagonist | CCT chaperon mod | EPAC1 antagonist | EPAC1 ag | WRN helicase inh | PLK1 PBD block
CCOC(=O)N1CCN(C(=O)CSCC(=O)Nc2nc(-c3cccs3)cs2)CC1 | -4% | / | -5% | -2.4 | -6% | 3% | -6% | -12%
COc1ccc(Nc2ccc(Cl)cc2)c(C(=O)O)c1 | -4% | -52* | -1% | -20 | 0% | -16% | -4% | -3%
Cn1cc([N+](=O)[O-])c(C(=O)Nc2ccc(-c3nc4ccccc4[nH]3)cc2)n1 | -1% | -10 | -5% | -4.2 | 4% | 3% | ? | -7%
COCCCNc1nc2ccccc2nc1NS(=O)(=O)c1cccc(Cl)c1 | -1% | 0 | -4% | 0.6 | 13% | -4% | -1% | -1%
CCC1Sc2ccc(S(=O)(=O)CCC(=O)NCc3ccc(C)o3)cc2NC1=O (stereo not given) | -1% | -23 | 3% | -3.3 | -15% | 3% | -7%[57.1 µM] | ?
Cc1ccc(NC(=S)NNc2ccc(C(=O)O)cc2[N+](=O)[O-])cc1C | / | -7 | 0% | -0.7 | 7% | 7% | -35% | ?
Cc1ccccc1OC(C)C(=O)Nc1cccnc1 (stereo not given) | 4% | 6 | -27% | 0.8 | -19% | 7% | -3% | -8%
COc1ccc(-c2cc(C(F)F)n3ncc(C(=O)Nc4ccc(C(=O)N5CCOCC5)cc4)c3n2)cc1 | 1% | -4 | 1% | -0.7 | -5% | 5% | -2% | -5%
COC(=O)c1cc(S(=O)(=O)N2CCN(c3ccc(OC)cc3)CC2)cn1C | 2% | -1 | -2% | 2.1 | -1% | -9% | 5% | 1%
O=C1c2ccccc2C(=O)C1c1ccnc2ccccc12 | -1% | -1 | 9% | 0.3 | 3% | -14% | -2% | 1%
COc1ccc(NS(=O)(=O)c2cccc(C(=O)N3CCCC3)c2)cc1 | -1% | 4 | -2% | -1.2 | -9% | 2% | 6% | -8%
Cc1ccc(OCCCC(=O)Nc2ccc(S(=O)(=O)Nc3cc(C)on3)cc2)cc1 | -1% | / | 1% | -5.2 | -16% | 0% | -18% | -13%
O=c1cc(C(F)(F)F)oc2c1ccc1ccccc12 | 1% | 8 | -2% | 0.7 | -23% | 4% | 0% | -18%
CCc1sc(C(=O)Nc2nc(C)cs2)cc1C | -8% | -5 | -22% | -1.8 | 3% | -6% | -3% | 5%
NC(=O)C(CCCCN1CCCCC1)(c1ccccc1)c1ccccc1 | / | 6 | 14% | 0.3 | 7% | -3% | 2% | 1%

No new results follow: 3 of the compounds above.
SMILES | MmCpn inh | PI5P4K alpha inh | EPAC2 antagonist | CCT chaperon mod | EPAC1 antagonist | EPAC1 ag | WRN helicase inh | PLK1 PBD block
CCOC(=O)N1CCN(C(=O)CSCC(=O)Nc2nc(-c3cccs3)cs2)CC1 | -4% | / | -5% | -2.4 | -6% | 3% | -6% | -12%
COc1ccc(Nc2ccc(Cl)cc2)c(C(=O)O)c1 | -4% | -52* | -1% | -20 | 0% | -16% | -4% | -3%
Cn1cc([N+](=O)[O-])c(C(=O)Nc2ccc(-c3nc4ccccc4[nH]3)cc2)n1 | -1% | -10 | -5% | -4.2 | 4% | 3% | ? | -7%

Next entries:
SMILES | MmCpn inh | PI5P4K alpha inh | EPAC2 antagonist | CCT chaperon mod | EPAC1 antagonist | EPAC1 ag | WRN helicase inh | PLK1 PBD block
CCOC(=O)c1[nH]cnc1C(=O)Nc1ccncc1 | -4% | -3 | 5% | -2.1 | 7% | 8% | -2% | -2%
CC(CC(=O)Nc1ccc(F)c([N+](=O)[O-])c1)c1ccccc1 (stereo not given) | -3% | -9 | -3% | -1.3 | -4% | -4% | -6% | -10%
Cc1cc(C)cc(N(CCC#N)C(=O)COC(=O)c2ccccc2SCC(=O)N2CCCC2)c1 | 0% | -5 | -4% | -1.2 | -8% | 1% | -18% | -1%
CCOC(=O)Cn1c(=O)oc2cc(S(=O)(=O)NC3CCCc4ccccc43)ccc21 (stereo not given) | -1% | 2 | -21% | -0.7 | -17% | 0% | -9% | 0%
CCOc1ccc(-c2nc(CSc3nnc(N)s3)cs2)cc1OC | -1% | 7 | -1% | -3.6 | -5% | 2% | -26%[57.1 µM] | -6%
Cc1ccccc1C(=O)Nc1ccnc(-c2ccncc2)n1 | 2% | -2 | 4% | -3.5 | 4% | -4% | 7% | 2%
COc1cccc(-n2c(-c3ccccc3)c[nH]c2=S)c1 | -1% | -17 | -2% | 1.8 | 1% | 2% | -9% | -14%
COc1ccc(C(CCN2CCCCC2)c2c(OC)cc(OC)c3c(-c4ccccc4)cc(=O)oc23)cc1 (stereo not given) | -1% | -2 | -14% | -0.5 | -9% | -2% | -2% | -5%
O=[N+]([O-])c1ccc(S(=O)(=O)NCC(c2cccnc2)N2CCc3ccccc32)cc1 (stereo not given) | 0% | 5 | -10% | -1.1 | -29% | 21% | -16% | -7%
Fc1ccc(C2=Nn3c(Cc4ccccc4F)nnc3SC2)cc1 | 2% | 3 | -3% | -2.6 | 7% | 9% | -3% | -6%
Cn1c(=N)n(CC(=O)c2ccc(F)cc2)c2ccccc21 | 0% | -9 | 1% | -0.7 | 0% | 3% | 11% | -2%
CCOC(=O)c1[nH]c2ccc(OC)cc2c1NC(=O)CCN1CCN(Cc2ccccc2)CC1 | 0% | 1 | 3% | -2.0 | 5% | 2% | 2% | -9%
O=C(C[C@@H]1C[C@@H]2c3cc(NC(=O)C4CCOCC4)ccc3O[C@@H]2[C@H](CO)O1)NCc1ccccn1 | / | 4 | 7% | -0.5 | 8% | -10% | 7% | -3%
CCOc1ccccc1Nc1ncccc1C(=O)N1CCCC1 | -27% | / | 6% | 0.1 | 1% | 4% | 5% | -6%
CCOC(=O)N1CCN(S(=O)(=O)c2ccc(C(=O)N(CCN(C)C)c3nc4c(C)cccc4s3)cc2)CC1 | 0% | 0 | 2% | 1.0 | 10% | -2% | -24% | -3%
COC(=O)Cn1nnnc1-c1nc2cc(C)c(C)cc2[nH]c1=O | / | -2 | 4% | 1.4 | 4% | -2% | -6% | -9%
O=C(CN1C(=O)c2ccccc2C1=O)N1CCCCC1 | 0% | -2 | 9% | 1.3 | 3% | -9% | 8% | -10%
O=S(=O)(c1cccc(C(F)(F)F)c1)N1CCN(C(=S)NC2CC2)CC1 | 1% | 7 | 8% | -0.3 | 5% | 4% | 2% | -2%
CCOCCc1nnc(NC(=O)CS(=O)(=O)Cc2ccccc2)s1 | 1% | 3 | 6% | -0.5 | 4% | -1% | 6% | -8%
COc1cc(/C=C/C(=O)NCc2ccccn2)cc(OC)c1OC | 0% | 3 | 3% | -0.8 | -3% | 10% | -10% | -4%
O=C(COC(=O)c1c[nH]c2ccccc12)Nc1cccc(F)c1 | -12% | 1 | 1% | 0.8 | -11% | -7% | -1% | -5%
COc1cccc(NC(=O)C2C3C=CC4(O3)C2C(=O)N(CCCN2CCC(C)CC2)C4C(=O)NC2CCCCC2)c1 (stereo not given) | 0% | -5 | 3% | 0.9 | -17% | -4% | 6% | -7%
CCOc1c(CNCc2ccc(C(=O)O)cc2)cccc1OC | 1% | -4 | 17% | -0.4 | 19% | 1% | 8% | 5%
O=C(CSc1nc2ccccc2[nH]1)c1ccc(Cl)s1 | -9% | -26 | 3%[57.1 µM] | 0.2 | 11% | 0% | -11% | -14%
Cc1ccc(C(=O)N/C(=C\c2cccs2)C(=O)NC2CCCCC2)cc1 | 1% | 2 | -1% | -0.5 | -13% | -4% | -15% | -3%
Cc1cccc(NC(=O)COc2ccc(Br)cc2/C=N/O)c1 | -1% | -11 | -1% | -0.8 | -16% | 14% | -8% | -9%
C/C(=N\NC(N)=O)C1(C)CCCCC1 | 2% | / | 16% | 1.8 | 17% | -8% | -10% | 0%
COC(=O)c1cc(OC)c(OC)cc1N | 1% | -7 | -3% | 1.9 | -24% | 2% | -19% | 2%
COc1cccc(/C=N/NC(=O)CSc2ccccc2C)c1O | 4% | 7 | 1% | -0.6 | -10% | -1% | -5% | -14%
Cc1cc(NC(=O)CS(=O)(=O)c2c[nH]c3ccccc23)no1 | 3% | -3 | 8% | 2.2 | -4% | -9% | 2% | 2%

In a second layout: entries from further up
Value order – MmCpn inh	PI5P4K alpha inh	EPAC2 antagonist	CCT chaperon mod	EPAC1 antagonist	EPAC1 ag	WRN helicase inh	PLK1 PBD block
- Cc1cccc(NC(=O)COc2ccc(Br)cc2/C=N/O)c1
    -1%	-11	-1%	-0.8	-16%	14%	-8%	-9%
- C/C(=N\NC(N)=O)C1(C)CCCCC1
    2%	/	16%	1.8	17%	-8%	-10%	0%
- COC(=O)c1cc(OC)c(OC)cc1N
    1%	-7	-3%	1.9	-24%	2%	-19%	2%

Further entries
SMILES | MmCpn inh | PI5P4K alpha inh | EPAC2 antagonist | CCT chaperon mod | EPAC1 antagonist | EPAC1 ag | WRN helicase inh | PLK1 PBD block
COc1ccc(CCNC(=O)COC(=O)/C=C/c2ccc(OCC#N)c(OC)c2)cc1 | -9% | 8 | 7% | 2.1 | 4% | -4% | 12% | 0%
O=C(CC1CC2CCC1C2)N1CCN(S(=O)(=O)c2ccccc2F)CC1 (stereo not given) | 1% | 0 | 12% | 3.1 | 8% | -4% | 12% | 6%
Cc1ccc(C(C(=O)NC(C)(C)C)N(Cc2cccs2)C(=O)c2csnn2)cc1 (stereo not given) | / | -1 | -5% | 0.4 | 6% | -2% | -4% | -6%
CCOC(=O)N1CCN(C(=O)C(C)N(c2ccccc2)S(C)(=O)=O)CC1 (stereo not given) | 2% | -7 | -5% | -1.7 | -12% | 1% | 0% | -6%
CN(Cc1ccccc1)C(=O)c1cccc(NC(=O)Cc2ccc(NC(=O)C3CCN(C(=O)CCc4ccccc4)CC3)cc2)c1 | / | 2 | 4% | 0.9 | -14% | -13% | 4% | -6%
COC(=O)[C@]12CCCCC=C1N(CCc1ccc(OC)c(OC)c1)C(=O)[C@H](CC(=O)NCc1ccc(C)o1)C2 | / | -14 | 3% | / | 3% | -12% | 8% | -2%

Source: PubChem

This is a subset; rates above refer to the full screens.
